Screening results deposited in PubChem BioAssay by several laboratories.
GALR2 antag: GALR2 antagonists in receptor-expressing cells, primary screen; inhibition, % at 4 µM; antagonist mode; 140,000 compounds, 0.39% hits; Galanin receptor type 2 (Homo sapiens), O43603; in the data active = inhibition above about 27%;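 note: cells stimulated with galanin 1-16 at roughly its EC80; 0% = agonist challenge control and 100% = basal control without agonist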
Target sequence (O43603 whole entry, looked up): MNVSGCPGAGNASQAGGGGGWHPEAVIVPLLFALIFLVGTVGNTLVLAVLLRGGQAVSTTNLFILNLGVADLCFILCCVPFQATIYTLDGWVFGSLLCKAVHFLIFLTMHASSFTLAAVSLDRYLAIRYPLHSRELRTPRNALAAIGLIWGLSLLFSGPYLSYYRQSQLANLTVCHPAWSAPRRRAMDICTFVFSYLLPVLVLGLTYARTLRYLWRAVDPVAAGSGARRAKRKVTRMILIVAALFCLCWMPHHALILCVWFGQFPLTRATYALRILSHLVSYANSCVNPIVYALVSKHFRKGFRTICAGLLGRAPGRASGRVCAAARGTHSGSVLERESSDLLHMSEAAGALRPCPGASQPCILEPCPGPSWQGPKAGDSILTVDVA
BB579 growth dn: growth inhibitors of yeast BB579 in restrictive medium, primary screen, yeast lifespan-shortening project, S. cerevisiae; OD615, 48 h; inhibition, % at 10 µM; 140,000 compounds, 0.51% hits; AID 804, 2007;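 active = inhibition above a set limit, 3 SD over the mean compound inhibition, cut at about 44% in these data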; note: inactives centre near -24
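controls = amphotericin B 10 µg/mL, positive | assay system = DeaD yeast strain BB579 | schedule = 48 h compound exposure at 30 °C after 4 h preincubation | detection = OD615 turbidity measurement | medium = restrictive CSMM-D medium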
NPY-Y2 antag: NPY-Y2 receptor antagonists, primary screen, cell-based. 140,000 compounds, 0.99% hits. NPY-Y2 expressing cells, antagonist mode. inhibition, % at 2.7 µM. Neuropeptide Y receptor type 2 (Homo sapiens), P49146; in the data active = inhibition above about 17%;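 note: 0% = vehicle with agonist challenge and 100% = reference antagonist with challenge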
Target sequence (P49146 whole entry, looked up): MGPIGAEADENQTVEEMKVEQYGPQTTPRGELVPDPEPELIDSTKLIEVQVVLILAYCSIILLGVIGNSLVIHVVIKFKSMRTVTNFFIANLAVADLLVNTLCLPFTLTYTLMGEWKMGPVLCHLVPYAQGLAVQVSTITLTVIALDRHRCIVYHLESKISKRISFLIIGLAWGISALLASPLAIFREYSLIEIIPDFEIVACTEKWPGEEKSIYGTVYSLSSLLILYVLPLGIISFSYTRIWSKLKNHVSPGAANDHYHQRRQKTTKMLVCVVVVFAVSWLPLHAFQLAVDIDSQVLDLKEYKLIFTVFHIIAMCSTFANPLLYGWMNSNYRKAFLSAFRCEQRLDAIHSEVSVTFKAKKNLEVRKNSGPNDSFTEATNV
bCat KO growth: primary screen for growth suppressors in beta-catenin knockout HCT116 cells (colon tumor, human); viability, % at 10 µM; 140,000 compounds, 1.5% hits; HCT116 beta-catenin knockout viability, CellTiter-Glo, 60 h; hits give low values;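 active = viability at or under a set limit, the compound median less 4 SD, cut at about 6% in these data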;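 note: 0% = Hyamine 1622 control at 20 µM and 100% = untreated cell control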
Phagocyt inh: inhibitors of macrophage phagocytosis, primary screen, imaging, J774A.1 cells, IgG beads. J774A.1 macrophage IgG-bead phagocytosis. inhibition, % at 5 µM. 110,000 compounds, 0.07% hits. AID 1029, 2008;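 active = inhibition above the mean of the plate negative controls plus 5 SD, cut at about 13% in these data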;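 note: phagocytic index as fraction of beads internalized from green versus red external bead signal; plate controls were DMSO negative control for no effect and cytochalasin-D positive control for full effect; some results beyond the cut were filed as inactive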
E-sel TNF inh: E-selectin induction blockers in HUVEC – imaging, immunofluorescence, high content, primary screen | HUVEC TNFa-induced E-selectin immunofluorescence | inhibition, % at 2 µM | 120,000 compounds, 0.71% hits;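 active = inhibition above the batch mean plus 3 SD, and confirmed as a hit on visual image review, cut at about 43% in these data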;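 note: 0% = TNF-stimulated DMSO wells and 100% = unstimulated control wells; not every result past the cut was called active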
Measles CPE: compounds protecting cells from measles virus cytopathic effect, primary screen, measles RdRp inhibitor project, single point, MLSMR library, absorbance; 140,000 compounds, 1.5% hits; AID 841, 2007; protection (pct of control), % at 4 µM; Measles virus-infected cells, CPE protection; in the data active = protection mostly above about 24%, no sharp cut-off; inactive = mostly below about 26%; note: some compounds called inactive have numbers as strong as hits
PTEN del growth: growth suppression of PTEN-null HCT116, primary screen, cell-based, CellTiter-Glo; HCT116 PTEN-null viability, 60 h; hits give low values; viability, % at 10 µM; 140,000 compounds, 1.2% hits; AID 827, 2007;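 active = viability at or below a set limit, 4 SD under the median of all tested compounds, cut at about 3.7% in these data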;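 note: PTEN knockout HCT116 line with beta catenin targeted HCT116 as companion control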
Yeast life ext: compounds extending yeast replicative lifespan, primary screen, S. cerevisiae, OD615; S. cerevisiae growth with nicotinamide; deaD strain in restrictive glucose medium; inhibition of the nicotinamide effect, % at 10 µM; 130,000 compounds, 0.68% hits;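 active = inhibition above a set limit, placed 3 SD over the median of all compounds, cut at about 26% in these data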;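 note: 0% = nicotinamide-treated wells and 100% = cells grown without nicotinamide; some compounds called inactive have numbers as strong as hits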
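Test system: DeaD-strain S. cerevisiae / Buffer or medium: restrictive glucose medium / Also added: nicotinamide 1.5 mM / Doses: one concentration, 10 µM, DMSO 0.25% / Schedule: 48 h at 30 °C / Signal: OD615 measurement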
MRP-1 activ: H69AR viability gain despite doxorubicin, primary screen, MRP-1 activator project, H69AR cells, CellTiter-Glo | viability rescue | AID 799, 2007 | 140,000 compounds, 0.61% hits | viability increase, % at 10 µM;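 active = viability gain under doxorubicin at or above a set limit, the compound median plus 3 SD, cut at about 4.7% in these data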;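 note: MRP-1 overexpressing cells given doxorubicin 25 µM after compound pretreatment; 18-22 h compound pretreatment then 72 h with doxorubicin before readout; 0% = doxorubicin-only wells and 100% = vehicle-treated cells without doxorubicin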
* marks the source's active call; other numbers are inactive results; nt = not tested or not shown. An unsorted share of the library; overall some 6.2% were active at least once.

No. | Structure | GALR2 antag | BB579 growth dn | NPY-Y2 antag | bCat KO growth | Phagocyt inh | E-sel TNF inh | Measles CPE | PTEN del growth | Yeast life ext | MRP-1 activ
1 | COc1ccc(/C=N\NC(=O)/C(=C\Nc2nccc(C)n2)NC(=O)c2ccccc2)cc1 | -6 | -3 | 5 | 93 | nt | 15 | 21 | 104 | -6 | -1.4
2 | Cc1cccc(Oc2ncc(-c3ccc(Cl)cc3)cn2)c1C | -2 | -73 | 3 | 93 | nt | -28 | 6 | 77 | -19 | 4.0
3 | Cc1ccc(Cl)cc1Nc1nc(-c2sc(NC(=O)c3cccc(Cl)c3)nc2C)cs1 | 6 | -40 | -3 | 93 | nt | 18 | 22 | 88 | -10 | -2.8
4 | Cc1nc(N2CCN(c3ccccc3)CC2)nc2c1C(=O)CCC2 | -15 | -16 | 9 | 76 | 0 | 10 | 4 | 74 | -27 | 3.5
5 | Cc1ccc(Sc2ncccc2C(=O)O)c(C)c1 | -1 | -39 | 1 | 96 | 0 | -1 | 6 | 100 | 2 | -1.0
6 | COC(=O)NC(=S)N1CCOCC1 | 3 | -31 | 2 | 92 | 0 | -1 | 7 | 95 | 8 | -0.1
7 | O=C(NCc1ccccn1)NC12CC3CC(CC(C3)C1)C2 | 3 | -49 | 4 | 89 | -1 | nt | 5 | 87 | 32* | -0.3
8 | CCOc1ccc(NC(=O)COC(=O)CCCc2c[nH]c3ccccc23)cc1 | 10 | -26 | 15 | 94 | nt | nt | 6 | nt | 0 | -1.7
9 | S=c1[nH]nc(Cc2ccccc2)n1Cc1ccco1 | -2 | -19 | 0 | 99 | -1 | 11 | 8 | 90 | -2 | -1.5
10 | Cn1c(=O)c2c(nc3sccn32)n(C)c1=O | 7 | 7 | 1 | 91 | nt | -19 | 7 | 96 | nt | -1.7
11 | COc1cccc(Nc2nnc(SCn3nnc4ccccc4c3=O)s2)c1 | 0 | -22 | 5 | 83 | -1 | 15 | 10 | 86 | -4 | -1.2
12 | COC(=O)c1ccc(NC(=O)CSc2nccn2CCc2ccccc2)cc1 | -9 | -12 | 7 | 109 | 1 | -4 | 14 | 96 | -3 | -1.5
13 | Cc1[nH]n(-c2ccc(Cl)cc2)c(=O)c1/C=N/c1nnc(-c2ccccc2)s1 | 17 | -47 | 0 | 65 | -9 | nt | 4 | 74 | 3 | -2.0
14 | COc1ccc(NC(=O)c2sccc2SCc2cccc(C(F)(F)F)c2)cc1 | 0 | -36 | 6 | 85 | 1 | nt | 9 | 86 | -12 | -4.2
15 | Cc1ccc2nc(SC(C)C(=O)Nc3cccc([N+](=O)[O-])c3)[nH]c2c1 (stereo not given) | 6 | 2 | 1 | 83 | 0 | nt | 25 | 90 | -4 | 0.4
16 | Cn1c(SCC(=O)N2CCOCC2)nnc1-c1ccccc1 | -6 | -28 | 0 | 87 | -1 | -8 | 33 | 99 | -16 | -2.0
17 | O=C(Cc1ccc(S(=O)(=O)N2CCCC2)s1)N1CCOCC1 | -3 | -7 | -1 | 107 | 0 | 15 | 8 | 94 | -3 | 0.5
18 | CCOC(=O)N1CCC(N2C(=O)c3ccccc3C2Nc2ccc(C)cc2)CC1 (stereo not given) | 24 | -12 | 3 | 80 | 0 | nt | 36* | 82 | -11 | -2.2
19 | Cn1c(C(=O)Nc2ccccc2)cc2sccc21 | 23 | -37 | -2 | 81 | nt | -14 | 7 | 78 | -28 | -3.4
20 | Cc1cccc(OCC(=O)Nc2cc(C)ccc2O)c1 | 0 | -66 | 0 | 87 | 0 | -16 | 10 | 95 | -10 | -2.5
21 | CCOc1ccc2ccccc2c1CNCCN1CCOCC1 | 17 | 1 | 6 | 71 | -1 | 43 | 7 | 74 | -14 | -2.5
22 | Nc1nc2c(s1)CCc1c-2cnn1-c1ccccc1 | -5 | -27 | 1 | 90 | -1 | -8 | 6 | 83 | -27 | -2.9
23 | CCOC(=O)CCc1c(C)c2ccc(OCc3nn[nH]n3)cc2oc1=O | 11 | -30 | -2 | 91 | -1 | 37 | 3 | 98 | -13 | -0.4
24 | COc1cc(Cl)cc(C2NC(=O)NC(C)=C2C(C)=O)c1OCC(=O)O (stereo not given) | 17 | -26 | 2 | 98 | 0 | -12 | 14 | 109 | -5 | -1.0
25 | CC1=CC2=NC(=O)/C(=C\c3ccc(-c4cccc(Cl)c4)o3)C(=N)N2O1 | -1 | -18 | 11 | 103 | -10 | 6 | 5 | 92 | -6 | -4.0
26 | Cc1cccc(-c2nc(CS(=O)CC(=O)NCc3cccs3)c(C)o2)c1 (stereo not given) | 2 | -12 | 4 | 95 | -1 | nt | 33 | 109 | -5 | 0.2
27 | CCOc1ccc(C=NC23CN4CN(CN(C4)C2)C3)cc1 | 5 | 9 | 0 | 92 | -2 | nt | 25 | 90 | -14 | -0.6
28 | CC(=O)OCn1nnc2ccccc2c1=O | 10 | -10 | -1 | 77 | nt | 1 | 22 | 87 | nt | -1.7

Yeast life ext: entries above that show a hit.
nr | smiles | GALR2 antag | NPY-Y2 antag | Phagocyt inh | E-sel TNF inh | Measles CPE | Yeast life ext
7 | O=C(NCc1ccccn1)NC12CC3CC(CC(C3)C1)C2 | 3 | 4 | -1 | nt | 5 | 32*

Quoted from above, compounds 15 to 28
No. | Structure | GALR2 antag | BB579 growth dn | NPY-Y2 antag | bCat KO growth | Phagocyt inh | E-sel TNF inh | Measles CPE | PTEN del growth | Yeast life ext | MRP-1 activ
15 | Cc1ccc2nc(SC(C)C(=O)Nc3cccc([N+](=O)[O-])c3)[nH]c2c1 (stereo not given) | 6 | 2 | 1 | 83 | 0 | nt | 25 | 90 | -4 | 0.4
16 | Cn1c(SCC(=O)N2CCOCC2)nnc1-c1ccccc1 | -6 | -28 | 0 | 87 | -1 | -8 | 33 | 99 | -16 | -2.0
17 | O=C(Cc1ccc(S(=O)(=O)N2CCCC2)s1)N1CCOCC1 | -3 | -7 | -1 | 107 | 0 | 15 | 8 | 94 | -3 | 0.5
18 | CCOC(=O)N1CCC(N2C(=O)c3ccccc3C2Nc2ccc(C)cc2)CC1 (stereo not given) | 24 | -12 | 3 | 80 | 0 | nt | 36* | 82 | -11 | -2.2
19 | Cn1c(C(=O)Nc2ccccc2)cc2sccc21 | 23 | -37 | -2 | 81 | nt | -14 | 7 | 78 | -28 | -3.4
20 | Cc1cccc(OCC(=O)Nc2cc(C)ccc2O)c1 | 0 | -66 | 0 | 87 | 0 | -16 | 10 | 95 | -10 | -2.5
21 | CCOc1ccc2ccccc2c1CNCCN1CCOCC1 | 17 | 1 | 6 | 71 | -1 | 43 | 7 | 74 | -14 | -2.5
22 | Nc1nc2c(s1)CCc1c-2cnn1-c1ccccc1 | -5 | -27 | 1 | 90 | -1 | -8 | 6 | 83 | -27 | -2.9
23 | CCOC(=O)CCc1c(C)c2ccc(OCc3nn[nH]n3)cc2oc1=O | 11 | -30 | -2 | 91 | -1 | 37 | 3 | 98 | -13 | -0.4
24 | COc1cc(Cl)cc(C2NC(=O)NC(C)=C2C(C)=O)c1OCC(=O)O (stereo not given) | 17 | -26 | 2 | 98 | 0 | -12 | 14 | 109 | -5 | -1.0
25 | CC1=CC2=NC(=O)/C(=C\c3ccc(-c4cccc(Cl)c4)o3)C(=N)N2O1 | -1 | -18 | 11 | 103 | -10 | 6 | 5 | 92 | -6 | -4.0
26 | Cc1cccc(-c2nc(CS(=O)CC(=O)NCc3cccs3)c(C)o2)c1 (stereo not given) | 2 | -12 | 4 | 95 | -1 | nt | 33 | 109 | -5 | 0.2
27 | CCOc1ccc(C=NC23CN4CN(CN(C4)C2)C3)cc1 | 5 | 9 | 0 | 92 | -2 | nt | 25 | 90 | -14 | -0.6
28 | CC(=O)OCn1nnc2ccccc2c1=O | 10 | -10 | -1 | 77 | nt | 1 | 22 | 87 | nt | -1.7
